# High-throughput results deposited in PubChem by NMMLSC.
# VLA-4 antagonist: inhibition of LDV-FITC ligand binding to human VLA-4 integrin; P13612; Jurkat cells, LDV-FITC binding with Mn2+, flow cytometry; 100% = Mn2+-driven binding gain fully reversed; inhibition, % at 10 µM (by protocol); 24,000 compounds, 0.2% hits;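 active means inhibition above 50%; inconclusive means compound itself fluorescent, judged against control cell fluorescence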;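 further: 0% = Mn2+ stimulated cells lacking compound and 100% = ligand binding without Mn2+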
# Target sequence (P13612 whole entry, looked up): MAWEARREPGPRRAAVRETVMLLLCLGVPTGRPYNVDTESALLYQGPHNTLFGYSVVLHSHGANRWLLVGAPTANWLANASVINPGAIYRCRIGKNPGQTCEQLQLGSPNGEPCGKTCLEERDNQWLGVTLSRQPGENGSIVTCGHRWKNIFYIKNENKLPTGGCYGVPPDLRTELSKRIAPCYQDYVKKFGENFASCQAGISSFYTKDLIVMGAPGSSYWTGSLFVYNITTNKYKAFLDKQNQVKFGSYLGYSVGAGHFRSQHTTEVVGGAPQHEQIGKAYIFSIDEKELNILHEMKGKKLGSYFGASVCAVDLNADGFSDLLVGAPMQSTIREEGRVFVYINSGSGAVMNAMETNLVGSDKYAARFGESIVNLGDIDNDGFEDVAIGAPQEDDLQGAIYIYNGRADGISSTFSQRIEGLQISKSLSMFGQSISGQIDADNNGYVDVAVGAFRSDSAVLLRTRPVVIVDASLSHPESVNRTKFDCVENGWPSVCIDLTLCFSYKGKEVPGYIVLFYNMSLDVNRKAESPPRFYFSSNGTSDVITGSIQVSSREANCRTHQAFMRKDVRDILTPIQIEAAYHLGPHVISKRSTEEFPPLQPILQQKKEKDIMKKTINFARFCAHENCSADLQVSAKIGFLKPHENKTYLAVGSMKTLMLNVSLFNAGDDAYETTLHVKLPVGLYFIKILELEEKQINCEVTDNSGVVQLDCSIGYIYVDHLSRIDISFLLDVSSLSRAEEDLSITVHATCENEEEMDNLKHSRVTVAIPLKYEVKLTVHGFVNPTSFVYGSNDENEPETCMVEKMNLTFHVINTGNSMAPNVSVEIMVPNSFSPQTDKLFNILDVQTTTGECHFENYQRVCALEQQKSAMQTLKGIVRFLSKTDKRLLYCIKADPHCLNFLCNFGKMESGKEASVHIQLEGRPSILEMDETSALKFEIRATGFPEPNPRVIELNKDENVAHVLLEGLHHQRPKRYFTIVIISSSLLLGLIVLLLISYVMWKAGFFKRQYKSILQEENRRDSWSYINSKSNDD
# LNCaP diff act: activators of LNCaP prostate cell differentiation; flow cytometry side scatter, 4 d; side scatter shift, % at 10 µM; 24,000 compounds, 0.56% hits;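 active means side scatter shift above 30%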;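 further: androgen-responsive LNCaP prostate cancer cells in charcoal-stripped serum medium; percent of cells past a gate set so DMSO wells show 10% shift; higher shift means more granular cells and more differentiation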
# Jurkat autofluor: counter-screen for VLA-4 integrin: compound autofluorescence in Jurkat cells. AID 576. flow cytometry; hits give high values; 1 = vehicle-only cell background. fluorescence ratio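 (tested at 10 µM compound in the well)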. 24,000 compounds, 0.61% hits;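 active means fluorescence ratio above 2.44, which is 1 plus 3 SD of all ratios; inconclusive means signal too bright to measure linearly, ratio around 10 or more; inactive means fluorescence ratio below 2.44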;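 further: green fluorescence of cells measured with 488 nm excitation and 530 nm emission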
# VLA-4 agonist: allosterically activates the human VLA-4 integrin. P13612. Jurkat cells, LDV-FITC binding, flow cytometry. activation, % at 10 µM (by protocol). 24,000 tested, under 10 active. AID 528;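 active means fluorescent ligand binding to cells raised by more than 40% of the manganese-induced maximum; inconclusive means compound's own fluorescence above 85% of the ligand control signal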;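 further: 0% = ligand binding without compound and 100% = manganese-stimulated maximal binding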
# Active calls of the source: *; ? = inconclusive; . = not tested or not shown. Some of the compounds tested; rates above refer to the full screens.
SMILES,VLA-4 antagonist,LNCaP diff act,Jurkat autofluor,VLA-4 agonist
CCN1C(=O)CC(c2ccco2)Sc2ccccc21 (stereo not drawn),-14.0,8.0,0.96,5.0
Cc1nc2ccc(C(=O)c3ccccc3)cc2[nH]1,-4.5,7.0,1.17,-16.0
CCOC(=O)c1[nH]c2ccc(C)cc2c1NC(=O)CN1CCCCC1,3.0,9.0,1.05,1.0
CC1CCN(C(=O)c2cc(-c3ccccc3O)on2)CC1,?,8.0,1.47,?
CC(C)(C)n1ncc2c(=O)n(CC(=O)NCc3ccccc3Cl)cnc21,6.0,12.0,1.04,-3.0
CCCCOc1cc(=O)[nH]c(=O)[nH]1,-2.5,6.0,1.08,0.0
CCOC(=O)N1CCN(C(=O)CCS(=O)(=O)c2ccc(Br)s2)CC1,-3.0,5.0,1.04,2.0
O=C(Nc1ccc(Cl)cn1)c1cccnc1,-24.5,3.0,0.98,6.0
CCCCOc1ccc(OCCCN2CCOCC2)cc1,-19.0,3.0,1.02,9.5
COc1ccc(C(=O)OC(COc2ccccc2)Cn2ccnc2)cc1 (stereo not drawn),-26.0,4.0,1.05,2.0
CC(C)C(NS(=O)(=O)c1ccc2c3c(cccc13)C(=O)N2)C(=O)O (stereo not drawn),-18.0,9.0,1.04,2.0
CS(=O)(=O)N(CC(=O)O)c1cccc(Cl)c1,-15.5,12.0,1.1,-2.0
Cc1cc(C)c(S(=O)(=O)N(C)CC(N)=O)c(C)c1,42.0,6.0,0.98,0.0
O=C(NCCCN1CCN(c2ccccc2F)CC1)C1CCN(S(=O)(=O)N2CCOCC2)CC1,27.0,22.0,1.08,-7.0
COC(=O)c1ccc(CSc2ncnc3c2nnn3-c2ccc(F)cc2)o1,35.0,9.0,1,-2.0
CCOC(=O)C1C(=O)CC(C)(O)C(C(=O)OCC)C1c1ccc(Br)o1 (stereo not drawn),-6.0,4.0,1,3.0
O=C(Cn1cnc2c(cnn2-c2ccc(F)cc2)c1=O)NCc1ccco1,-44.5,21.0,1.07,4.0
Cc1noc(NS(=O)(=O)c2ccc(N)cc2)c1C,-15.0,8.0,1.03,2.5
CN(C)c1oc(-c2ccccc2F)nc1C#N,5.7,5.0,0.99,-0.7
Cc1nn(C(=O)c2ccccc2)c2c1C(=O)CC(C)(C)C2,12.5,8.0,0.96,-6.0
CC(C)CCNC(=O)CCCOc1cc(=O)n(C)c2ccccc12,4.0,9.0,1.07,-2.0
CC(=O)[C@@]1(O)CC[C@H]2[C@@H]3C[C@H](C)C4=CC(=O)CC[C@]4(C)[C@H]3CC[C@@]21C,-28.5,8.0,0.96,-1.0
CC1CCCCN1CCNC(=O)c1cc2c(-c3ccccc3F)nn(C)c2s1 (stereo not drawn),6.0,12.0,1.11,0.0
CCC(C)(C(=O)NC1CCCCC1)N(C(=O)C1CCC(=O)N1)c1ccc(C)cc1 (stereo not drawn),-8.0,4.0,0.99,4.0
CCOC(=O)C1CCN(C(=O)CSCc2nc(-c3ccc(OCC)cc3)oc2C)CC1,-9.0,14.0,0.81,6.0
COc1cccc(NC(=O)c2ccco2)c1,-19.0,8.0,0.9,5.0
CCN(CCNC(=O)C1CC(=O)N(CCc2ccccc2)C1)c1ccccc1 (stereo not drawn),5.0,8.0,1.04,0.0
COCCNC(=O)C1CC(=O)N(c2ccc(F)c(Cl)c2)C1 (stereo not drawn),-7.0,7.0,1.02,-1.0
CCCNC(=O)CS(=O)Cc1nc(-c2ccccc2C)oc1C (stereo not drawn),?,6.0,1.04,?
CCSc1nc2c(c(=O)[nH]1)C(c1cccnc1)C(C(=O)OC)=C(C)N2 (stereo not drawn),?,9.0,1.63,?
O=C(Cn1cc2c(n1)CCCC2)NCc1ccccn1,-14.0,0.0,1.07,0.0
Cc1c(O)c(CN2CCCCC2)cc2c3c(c(=O)oc12)CCC3,-32.5,16.0,1.06,10.5
CCOCC(=O)Nc1nc2c(s1)C(=O)CC(C)(C)C2,-3.5,10.0,1.04,1.0
CC1=C/C(=C\c2ccc3c(c2)OCO3)C(=O)S1,11.0,9.0,1.05,-5.0
O=C1CSC(c2ccccc2F)N1c1cc(Cl)ccc1O (stereo not drawn),-16.0,6.0,1.07,0.0
CCOC(=O)N1CCN(C(=O)c2ccc3c(c2)N(CC)CCS3)CC1,3.0,7.0,1.03,2.0
COc1cccc(N2C(=O)C3CCCN3C2c2ccc(N(C)C)cc2)c1 (stereo not drawn),?,6.0,1.52,?
COc1cc2[nH]c3c(N4CCC(C(N)=O)CC4)ncnc3c2cc1OC,20.0,.,1.06,4.0
N#C/C(C(=O)N1CCOCC1)=C1/SC(Cc2ccccc2)C(=O)N1c1ccccc1 (stereo not drawn),35.0,9.0,1.02,-3.0
CCOC(=O)/C(C#N)=C1/C=CN(C)C=N1,-9.0,15.0,0.98,-3.0

# 3 compounds already listed, ordered by length of the SMILES, ascending.
SMILES,VLA-4 antagonist,LNCaP diff act,Jurkat autofluor,VLA-4 agonist
CCOC(=O)c1[nH]c2ccc(C)cc2c1NC(=O)CN1CCCCC1,3.0,9.0,1.05,1.0
COC(=O)c1ccc(CSc2ncnc3c2nnn3-c2ccc(F)cc2)o1,35.0,9.0,1,-2.0
COc1cc2[nH]c3c(N4CCC(C(N)=O)CC4)ncnc3c2cc1OC,20.0,.,1.06,4.0

# The results go on:
SMILES,VLA-4 antagonist,LNCaP diff act,Jurkat autofluor,VLA-4 agonist
Cc1ccccc1CSc1ncc(C#N)c(N)n1,?,4.0,0,?
CCCCCOC(=O)C1=C(C)N(C)C(=O)NC1c1cc(Br)c(O)c(OC)c1 (stereo not drawn),-8.5,8.0,1.12,-7.0
CCOC(=O)c1sc(NC(=O)CCn2nnc3ccccc32)c(C(=O)OCC)c1C,-4.0,20.0,1.22,-4.0
Cc1cc(Oc2ccccc2)nc(-c2ccccc2)n1,-25.0,10.0,0.97,-7.5
O=C(CSc1nnc(Cn2c(=O)sc3ccccc32)n1CCc1ccccc1)N1CCCC1,?,12.0,0.87,?
Cc1cnc(SCCc2ccncc2)nc1C,-4.7,4.0,1.02,1.0
COC(=O)c1ccc(CNC(=O)COc2ccccc2Br)o1,-11.0,7.0,1.09,7.0
CCN(CC)C(=O)c1cc(-c2ccc(Br)cc2)on1,7.0,11.0,1.06,-8.0
CCOC(=O)N1CCC(N2Cc3cccc(C(=O)N4CC(C)CC(C)C4)c3C2=O)CC1 (stereo not drawn),14.0,1.0,1.01,3.0
CCOC(=O)N1CCC(NC(=O)c2cc3c(=O)n(C)c4ccccc4c3n2C)CC1,-5.7,2.0,1.06,-0.3
O=C1CCc2cc(S(=O)(=O)N3CCC(C(=O)NC4CCCc5ccccc54)CC3)ccc2N1 (stereo not drawn),?,1.0,1.82,?
O=C(c1noc2c1CCCC2)N1CCN(c2ccc(F)cc2)CC1,2.0,17.0,1.14,-1.0
C=C(C)c1cccc(C(C)(C)NC(=O)N2CCN(c3ccccn3)CC2)c1,5.0,15.0,1.02,-9.0
CSc1nnc(-c2cnccn2)n1Cc1ccccc1,-8.0,18.0,1.11,2.0
CC(C)CCNC(=O)c1ccc2c(c1)N(Cc1ccccc1)C(=O)CS2=O (stereo not drawn),4.0,9.0,1.06,-5.0
Cc1nc2sc(C(c3cccs3)N3CCC4(CC3)OCCO4)c(O)n2n1 (stereo not drawn),7.0,4.0,1.05,5.0
CCOc1ccccc1NC(=O)CCS(=O)(=O)c1cccc2nonc12,11.0,4.0,1.04,-2.0
CCCCN1C(=O)C2C(c3ccc(OC)cc3O)NC(CC(C)C)(C(=O)O)C2C1=O (stereo not drawn),-4.0,8.0,1.03,4.0
CN(C(=O)c1ccccn1)c1nnc(-c2cccnc2)s1,4.0,32.0*,1,-12.0
O=C(CCn1nc(-c2ccccc2)ccc1=O)N1CCN(c2ccccn2)CC1,-9.0,14.0,1.1,0.0

# Only VLA-4 antagonist and VLA-4 agonist, for some of the entries so far:
SMILES | VLA-4 antagonist | VLA-4 agonist
CCCCCOC(=O)C1=C(C)N(C)C(=O)NC1c1cc(Br)c(O)c(OC)c1 (stereo not drawn) | -8.5 | -7.0
Cc1noc(NS(=O)(=O)c2ccc(N)cc2)c1C | -15.0 | 2.5
CN(C)c1oc(-c2ccccc2F)nc1C#N | 5.7 | -0.7
O=C1CCc2cc(S(=O)(=O)N3CCC(C(=O)NC4CCCc5ccccc54)CC3)ccc2N1 (stereo not drawn) | ? | ?

# Three of these compounds in a different format:
> COCCNC(=O)C1CC(=O)N(c2ccc(F)c(Cl)c2)C1 (stereo not drawn)
  VLA-4 antagonist: -7.0
  LNCaP diff act: 7.0
  Jurkat autofluor: 1.02
  VLA-4 agonist: -1.0

> COc1cccc(N2C(=O)C3CCCN3C2c2ccc(N(C)C)cc2)c1 (stereo not drawn)
  VLA-4 antagonist: ?
  LNCaP diff act: 6.0
  Jurkat autofluor: 1.52
  VLA-4 agonist: ?

> COc1cccc(NC(=O)c2ccco2)c1
  VLA-4 antagonist: -19.0
  LNCaP diff act: 8.0
  Jurkat autofluor: 0.9
  VLA-4 agonist: 5.0

# The results go on.
SMILES,VLA-4 antagonist,LNCaP diff act,Jurkat autofluor,VLA-4 agonist
CCn1cc(C(=O)NC2CCCCCC2)c2cc(OC)c(OC)cc2c1=O,14.0,3.0,0.98,-3.0
Cc1ccc(N(CC(=O)N2CCN(C3CCCCC3)CC2)S(=O)(=O)c2cccnc2)cc1,-12.0,5.0,0.96,1.0
Cc1ccc(C)c(OCC(=O)Nc2ccc3c(c2)OCO3)c1,-13.0,3.0,1.07,2.0
COc1ccc(N2CCN(C(c3cccs3)C(C)NS(=O)(=O)c3ccccc3)CC2)cc1 (stereo not drawn),9.0,17.0,0.97,-2.0
CCOC(=O)c1ccccc1NC(=O)CSc1nnc(COc2ccccc2C)n1C,-15.0,6.0,1.06,-0.5
COCCOC(=O)C1=C(C)N=C2SCCC(=O)N2C1c1cc(Br)ccc1OC (stereo not drawn),-10.0,8.0,1.08,-1.0
Cc1nn(C)c(C)c1S(=O)(=O)N1CCCC(C(=O)NCCc2ccc(Cl)cc2)C1 (stereo not drawn),21.0,6.0,1.07,-4.0
Cc1nc2sc(C(c3cccs3)N3CCOCC3)c(O)n2n1 (stereo not drawn),-1.0,4.0,1.03,5.0
CSc1ccccc1NS(=O)(=O)c1ccccc1,-21.5,7.0,1.02,1.5
COc1ccc(C)cc1NC(=O)COCC(=O)O,1.0,18.0,1.11,-0.5
CCOC(=O)Nc1ccc(C(=O)NCC2CCCO2)cc1 (stereo not drawn),23.0,11.0,1.07,-1.0
COc1ccc(CNC(=O)c2nnn(Cc3ccc(OC)cc3)c2N)cc1,-3.0,13.0,0.99,1.0
CC1(C)CC(=O)C2=C(C1)OC(N)=C(C#N)C2c1cccc(OC(=O)c2ccco2)c1 (stereo not drawn),21.0,3.0,1.07,-1.0
COc1ccc(N2CCN(CCCNC(=O)CCCn3c(=O)[nH]c4ccsc4c3=O)CC2)cc1,1.0,5.0,1,1.0
CCOC(=O)c1c(C)[nH]c(C)c1C(=O)COc1ccc(NC(=O)c2ccco2)cc1,-1.5,5.0,1.07,-8.0
CC1CCN(C(=O)CSc2nnc(-c3ccco3)o2)CC1,6.0,8.0,1.02,-2.0
